Bioassay records as filed in PubChem BioAssay.
RAD52 anneal inh: blocks human RAD52 DNA annealing | recombinant RAD52 DNA annealing, FRET fluorescence | inhibition, % at 18.7 µM | hit rate 0.46% among 360,000 | AID 651710;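 active = every replicate showing at least 50% inhibition; inconclusive = mean inhibition at least 50% but not in every replicate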
PglD inh: inhibitors of Campylobacter jejuni PglD acetyltransferase | purified PglD enzyme, DTNB colorimetric CoA detection | inhibition, % at 12.5 µM | hit rate 0.098% among 360,000 | AID 602405; in the data active = inhibition above about 16%, passing the limit was not always enough; inconclusive = no clear call, values can overlap the other calls; also: strong numbers were not always called active
ERp5 block: inhibitors of human ERp5. hit rate 0.05% among 350,000. inhibition, % at 9.99 µM. ERp5 insulin aggregation, absorbance 650 nm, 90 min;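 active = mean replicate inhibition above about 25%, with every replicate also reaching it, limit read from the data, passing the limit was not always enough; inconclusive = only one of those two criteria met; inactive = neither criterion met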
esBAF inh: blocks esBAF chromatin remodeling in mouse ES cells | reporter increase, % at 12.5 µM | Bmi1-luciferase knock-in reporter, 24 h; 100% = twice the neutral-well signal | hit rate 2% among 350,000; in the data active = activation above about 40%; inconclusive = no clear call, values can overlap the other calls;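 also: 0% = median of the plate's neutral control wells and 100% = double that signal; a rise in the Bmi1 reporter signal indicates esBAF inhibition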
Casp6 inh: inhibitors of human caspase-6; P55212; inhibition, % at 12.5 µM; purified caspase-6, Z-VEID-R110 cleavage fluorescence; AID 686996; hit rate 0.53% among 350,000;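 active = mean inhibition across replicates at least about 35%, with every replicate also reaching that limit, limit read from the data; inconclusive = only one of the two criteria met; inactive = neither criterion met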;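 also: 0% = median of neutral control wells and 100% = no fluorescence left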
Target sequence (P55212 24-179 limits assumed): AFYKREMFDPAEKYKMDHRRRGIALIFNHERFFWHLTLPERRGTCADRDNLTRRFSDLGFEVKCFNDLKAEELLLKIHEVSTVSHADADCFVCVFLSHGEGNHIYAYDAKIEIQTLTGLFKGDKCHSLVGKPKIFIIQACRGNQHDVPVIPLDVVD
Target sequence (P55212 194-293 limits assumed): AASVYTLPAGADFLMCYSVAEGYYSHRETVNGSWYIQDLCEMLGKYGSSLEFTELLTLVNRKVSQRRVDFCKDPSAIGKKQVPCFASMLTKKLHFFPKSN
RAD54 inh: blocks human RAD54 Holliday junction branch migration; Q92698; FAM/BHQ fluorescence; inhibition, % at 10.4 µM; hit rate 0.14% among 360,000;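 active = mean normalized replicate activity at least 40 and at least half of replicates scoring 40 or more; inconclusive = only one of the two criteria met; inactive = mean below 40 and under half of replicates reaching 40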;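 also: 0% = median of neutral control wells and 100% = median of positive control wells; inhibitors cause a drop in the FAM fluorescence signal; in these data hits start at about 50%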
Target sequence (Q92698 whole entry, looked up): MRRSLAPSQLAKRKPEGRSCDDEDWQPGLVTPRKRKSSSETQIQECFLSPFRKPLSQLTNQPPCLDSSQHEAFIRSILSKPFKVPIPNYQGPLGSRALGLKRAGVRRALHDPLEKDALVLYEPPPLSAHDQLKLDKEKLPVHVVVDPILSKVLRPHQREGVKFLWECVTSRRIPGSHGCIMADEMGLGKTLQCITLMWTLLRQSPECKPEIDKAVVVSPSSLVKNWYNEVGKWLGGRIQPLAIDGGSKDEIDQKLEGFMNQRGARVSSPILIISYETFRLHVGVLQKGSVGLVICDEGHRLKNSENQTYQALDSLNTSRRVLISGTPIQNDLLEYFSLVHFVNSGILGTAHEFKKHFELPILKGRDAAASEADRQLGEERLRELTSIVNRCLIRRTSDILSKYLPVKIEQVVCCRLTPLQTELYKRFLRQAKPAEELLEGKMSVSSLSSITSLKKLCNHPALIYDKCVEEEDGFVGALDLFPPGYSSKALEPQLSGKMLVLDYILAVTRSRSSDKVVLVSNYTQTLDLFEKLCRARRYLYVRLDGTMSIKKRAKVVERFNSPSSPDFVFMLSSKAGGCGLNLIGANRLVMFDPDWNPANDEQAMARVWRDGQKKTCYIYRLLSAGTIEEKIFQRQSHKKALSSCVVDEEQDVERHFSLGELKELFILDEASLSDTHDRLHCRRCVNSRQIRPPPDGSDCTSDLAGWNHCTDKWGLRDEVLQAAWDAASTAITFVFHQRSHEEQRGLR
ARNT TACC3 PPI: disruptors of human ARNT/TACC3 interaction; AlphaScreen His-ARNT PAS-B/GST-TACC3 binding, luminescence; TACC3 fragment carries E629A point mutation; AID 623870; inhibition, % at 9.99 µM; Q9Y6A5; hit rate 0.66% among 390,000;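 active = mean inhibition of replicates at least 50% and at least half of replicates each reaching 50%; inconclusive = half or more replicates reach 50% but mean below 50%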;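 also: 0% = complete ARNT plus TACC3 wells and 100% = ARNT alone without TACC3; many hits fall short of the cut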
E-selectin induc: induces E-selectin expression in human endothelial cells | AID 686992 | activation, % at 7.58 µM | HUVEC E-selectin immunofluorescence imaging; normalized: neutral wells 0, TNF-alpha wells 100 | P16581 | hit rate 0.37% among 260,000;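 active = mean E-selectin-positive cell signal at least 10% of the positive control, reached in at least 60% of replicates, without over 20% cell loss; inconclusive = no rule given, readout overlaps actives, possibly toxicity-flagged; inactive = the rest, including those meeting only one limit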;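 also: in these data hits start at about 27%; measured in HUVEC primary endothelial cells; signal is the percent of cells scored E-selectin positive by PE staining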
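assay system = HUVEC, human umbilical vein endothelial cells | input = 3,000 HUVEC seeded per well | medium = EGM-2 growth medium on 0.1% gelatin-coated wells | dosing = one compound dose added by pin transfer | signal = immunofluorescence imaging | read-out basis = % PE-positive cells | control set = TNF-alpha, DMSO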
Numbers without * were called inactive; u = inconclusive; x = no result given.

SMILES	RAD52 anneal inh	PglD inh	ERp5 block	esBAF inh	Casp6 inh	RAD54 inh	ARNT TACC3 PPI	E-selectin induc
C[C@H]1CN([C@@H](C)CO)C(=O)c2cccc(NS(C)(=O)=O)c2O[C@H]1CN(C)CC1CC1	5	3	12	-2	3	10	x	0.9
COCCN1Cc2cccc(C(=O)NCc3cccs3)c2C1=O	-6	0	0	4	4	2	9	0.5
CCn1nnc2cc(C(=O)OCC(=O)N(C)Cc3cccc(F)c3)ccc21	-55	0	1	9	-2	0	0	0.5
COc1ccc(NC(=O)NNC(=O)COc2ccc3cc(Br)ccc3c2)cc1	-6	-8	-5	8	2	-1	-5	0.9
Cc1ccc(S(=O)(=O)NC(CC(C)C)C(=O)N2CCN(C/C=C/c3ccccc3)CC2)cc1 (centres undefined)	-55	-1	0	3	0	-15	6	x
Cc1cc(C)nc(NNC(=O)c2ccccc2O)n1	-1	x	-1	x	10	x	28	0.3
Cc1ccccc1C(=O)NCC(c1ccco1)N1CCc2ccccc2C1 (centres undefined)	-15	2	6	0	1	0	-1	-0.4
O=C(NC1CCCC1)C(c1ccccn1)N(C(=O)c1csnn1)c1ccccc1Br (centres undefined)	2	x	2	x	4	x	0	x
Cc1cccc(C(C)n2nnc3ccccc32)c1O (centres undefined)	-9	-5	-6	3	x	11	3	-0.1
CCN1CCN(Cc2oc(CO)cc(=O)c2O)CC1	x	1	x	-7	x	3	-6	x
CCOC(=O)Cc1csc(NS(=O)(=O)c2ccc([N+](=O)[O-])cc2)n1	-5	-3	2	-4	-2	1	2	0.0
CCOC(=O)c1ccccc1NC(=O)c1c(F)c(F)c(F)c(F)c1F	x	-2	x	1	x	1	-1	x
COc1ccc(C2NC(=S)N3C(c4ccc(OC)cc4)NC(=S)N23)cc1 (centres undefined)	x	-4	x	39	x	2	-6	x
CCNC(=O)C[C@H]1CC[C@H](NS(=O)(=O)c2ccc(C)cc2)[C@H](CO)O1	5	2	-1	5	-3	-19	43	1.2
COc1ccc(NC(=O)CN(C)C(=O)c2cc(C)on2)cc1	2	2	1	-2	-2	-12	2	-0.3
CCCCn1nnnc1C(c1ccccc1)N1CCN(c2ccccc2)CC1 (centres undefined)	-14	x	-2	x	-3	x	x	0.1
COc1ccc(S(=O)(=O)Nc2ccc3c(c2)C(=O)N([C@@H](C)CO)C[C@@H](C)[C@H](CN(C)S(=O)(=O)c2ccc(C)cc2)O3)cc1	-17	-1	1	-6	-5	5	22	-0.3
Cc1ccc2c(c1)NC(=O)C(CC(=O)NCCCN1CCN(c3cc(C)ccc3C)CC1)O2 (centres undefined)	-21	-5	1	-8	2	6	x	-0.1
CO[C@@H]1CN(C)C(=O)c2cc(NC(=O)Cc3ccccc3)ccc2OC[C@@H](C)N(CC2CC2)C[C@@H]1C	15	-3	0	3	0	3	0	-0.4
O=c1oc(Cc2ccccc2)nc2ccccc12	-15	-3	5	15	-7	-8	-23	0.0

Gathered by group, the compounds so far with fluorine (2)
SMILES	RAD52 anneal inh	PglD inh	ERp5 block	esBAF inh	Casp6 inh	RAD54 inh	ARNT TACC3 PPI	E-selectin induc
CCn1nnc2cc(C(=O)OCC(=O)N(C)Cc3cccc(F)c3)ccc21	-55	0	1	9	-2	0	0	0.5
CCOC(=O)c1ccccc1NC(=O)c1c(F)c(F)c(F)c(F)c1F	x	-2	x	1	x	1	-1	x

(more compounds)
SMILES	RAD52 anneal inh	PglD inh	ERp5 block	esBAF inh	Casp6 inh	RAD54 inh	ARNT TACC3 PPI	E-selectin induc
COCCSc1nnc(NC(=O)C2CC(=O)N(C3CCCC3)C2)s1 (centres undefined)	-9	12	0	7	3	-11	-3	0.3
CCS(=O)(=O)Nc1ccc2c(c1)C(=O)N(C)[C@@H]1CC[C@H](CC(=O)NC3CCCCC3)O[C@@H]1CO2	-1	-1	0	-1	-1	14	-11	-0.1
CC1CCN(C(=O)CSc2nnc(CNC(=O)COc3ccc(Cl)cc3)o2)CC1	x	-1	x	1	x	4	4	x
OCCCc1nc2n(n1)C(c1ccccc1Cl)C=C(c1cccs1)N2 (centres undefined)	x	-10	x	-10	x	-13	2	x
CCc1nnc(NC(=O)CSc2nnc(-c3ccccc3O)n2CC)s1	x	0	x	1	x	7	-20	x
COc1ccc(-c2cc3c(=O)n(CC(=O)NCc4ccc(F)cc4)ncn3n2)cc1	-5	-4	4	16	0	3	-4	0.0
CCOC(=O)c1cc2nc(Nc3ccc(OC)cc3)sc2s1	x	4	x	32	x	-5	-2	x
CC(C)NC(=O)N(C)C[C@H]1Oc2ccc(NC(=O)c3ccncc3)cc2C(=O)N([C@@H](C)CO)C[C@@H]1C	2	-1	1	1	2	-8	-4	-0.2
CC(OC(=O)Cc1ccccc1[N+](=O)[O-])C(=O)NC(=O)NC1CCCCC1 (centres undefined)	-1	-1	0	2	-2	5	-1	x
N#C/C(=C\c1ccccc1)C(=O)Nc1cccnc1	-5	5	-4	0	-1	5	-2	x
Cc1ccn2c(-c3csc(NCc4ccco4)n3)c(C)nc2c1	x	3	x	8	x	4	-1	x
CC(C)N(Cc1nccn1C)C(=O)c1ccc(OC2CCN(C(=O)C3CC3)CC2)cc1	-8	6	u	-4	-2	-1	-1	3.2
NC(=O)CN(c1ccc([N+](=O)[O-])cc1)S(=O)(=O)c1ccccc1	-12	-3	-1	3	0	-3	-7	-0.4
O=C(Nc1c[nH]c(=O)[nH]c1=O)c1cccc([N+](=O)[O-])c1	-10	-2	2	-4	-4	9	-3	x
O=C(c1ccc(Cl)c(S(=O)(=O)N2CCCCC2)c1)N1CCN(Cc2ccccc2)CC1	-5	-2	2	2	3	11	8	-0.3
C[C@H]1CN([C@@H](C)CO)C(=O)c2cc(-c3ccccc3F)cnc2O[C@H]1CN(C)Cc1cccc(C(=O)O)c1	2	-5	-1	-9	0	5	x	-0.1
COC(=O)c1c(-c2c(Cl)cccc2Cl)noc1NC(=O)NN1CCOCC1	-12	x	5	x	-1	x	0	3.2
COc1ccc(NC(=O)Nc2ccc3c(c2)CC(=O)N([C@H](C)CO)C[C@@H](C)[C@@H](CN(C)Cc2ccc(Cl)c(Cl)c2)O3)cc1	x	1	x	-7	x	-3	x	2.4
Cn1cnnc1SCC(=O)Nc1ccccc1C(=O)NC1CC1	x	4	x	-1	x	6	-2	x
Cc1ccc(S(=O)(=O)Nc2ccc3c(c2)CC(=O)N([C@@H](C)CO)C[C@H](C)[C@H](CN(C)C(=O)Nc2ccc(C(F)(F)F)cc2)O3)cc1	-2	2	-13	3	-2	-3	3	0.5
C/C(=N\OCC(=O)OCC(=O)NCc1ccccc1)c1ccc2c(c1)OCO2	4	-2	9	-1	6	8	0	-1.9
Cc1ccc(S(=O)(=O)NCc2nc3nc(C)cc(C)n3n2)c(C)c1	-4	2	0	6	-3	-15	-7	0.0
CC(OC(=O)CNC(=O)c1ccc2ccccc2c1)C(=O)N(C)C1CCCCC1 (centres undefined)	-7	x	-4	x	3	x	-9	-0.9
CCCCNC(=O)c1onc(CSc2cccc(OCC)c2)c1C(=O)O	0	0	8	-4	0	-7	-11	0.0
CN(CC(=O)Nc1ccccc1Cl)CC(=O)Nc1c(F)cccc1F	-11	x	1	x	-2	x	-17	2.2
O=C(COC(=O)/C=C/c1ccc(Cl)cc1)NCCC1=CCCCC1	x	2	x	x	x	-2	-5	2.6
C=CCN(c1cccc(C(F)(F)F)c1)S(=O)(=O)c1cccc(C(=O)OCC(=O)NCCC)c1	-7	x	2	x	1	x	-9	u
COc1ccccc1C(NC(=O)C1CCN(CCOc2ccc(Cl)cc2)CC1)c1ccccn1 (centres undefined)	-22	-5	2	-1	0	-9	x	-0.2
C=CCn1c(SCC(=O)C23CC4CC(CC(C4)C2)C3)nc(O)cc1=O	-24	-6	4	x	-1	-12	x	-0.2
NC(=S)NNC(=S)Nc1ccccc1	-25	x	1	x	-2	x	x	0.0
Cc1ccc2c(c1)C(SCC(=O)NCCc1ccccc1)CC1(CCCC1)O2 (centres undefined)	-23	0	0	-2	0	6	2	1.0
O=C(C[C@H]1C=C[C@H](NC(=O)c2ccc(F)cc2)[C@H](CO)O1)NCc1ccncn1	4	2	-1	-8	-4	-9	x	0.7
CO[C@@H]1CC[C@@H]2CCN(C)C(=O)[C@@H](C)[C@H](OC)CN(C)C(=O)c3cc(C#N)ccc3OC[C@@H]1O2	3	2	-3	0	-4	-6	-12	0.0
COc1ccc(OC)c(C(C(=O)NC2CCCCC2)N(C(=O)c2snc(C(N)=O)c2N)c2ccccc2OC)c1 (centres undefined)	-9	1	2	-3	x	12	5	0.1
N#CC1(NC(=O)COC(=O)c2ccc(-c3ccc(O)cc3)cc2)CCCCC1	-9	-1	5	21	4	-5	6	-0.7
COc1ccc(S(=O)(=O)N2CCCC2C(=O)Nc2nnc(-c3cccnc3)s2)cc1 (centres undefined)	x	0	x	3	x	-4	-4	x
Cn1c(N)c(C(=O)Nc2ccccc2F)sc1=S	-8	-4	3	x	-2	8	11	0.1
CC(C)c1ccccc1OCC(=O)Nc1nnc(C2CC2)s1	-11	-1	9	1	1	6	-2	0.4
COc1ccc(CN(C)C[C@@H]2Oc3ccc(NC(=O)Nc4ccc(C(F)(F)F)cc4)cc3CC(=O)N([C@@H](C)CO)C[C@@H]2C)cc1	-3	1	-2	-7	1	9	-2	3.2
C[C@@H]1CN([C@@H](C)CO)C(=O)c2cc(NC(=O)Nc3ccc(C(F)(F)F)cc3)ccc2O[C@@H]1CN(C)Cc1ccc(Oc2ccccc2)cc1	8	3	-8	-6	-1	-1	-3	100*
CN=C1c2ccccc2CN1c1cccc(C(=O)OC)c1	x	-6	x	19	x	-7	6	x
O=C(O)c1cc(O)c2c(c1)C(=O)c1cc(O)cc(O)c1C2=O	-3	-1	2	-7	33	-6	19	x
CNC(=O)Nc1cc(C(F)(F)F)cc(C(F)(F)F)c1	-2	8	0	x	0	-1	-8	0.0
CCCNC(=O)C[C@@H]1CC[C@@H]2[C@H](COC[C@@H](O)CN2C(=O)c2ccccn2)O1	-10	-1	-4	-6	0	2	15	0.0
COc1cc(=O)[nH]c(SCC(=O)Nc2ccc3ccccc3c2)n1	-5	-4	0	-3	7	9	-5	x
O=C(c1cc(-c2cccs2)nc2ccccc12)N1CCN(S(=O)(=O)c2cccc(F)c2)CC1	x	-5	x	3	x	-12	10	x
CCCCNC(=O)C(NC(=O)c1cnc(C)cn1)C(=O)c1ccccc1 (centres undefined)	-13	x	-1	x	1	x	x	-0.2
O=C(NNCc1ccc(O)cc1)c1ccccc1Cl	-47	-2	-4	32	6	-2	2	x
C=CCC[C@@H](Cc1ccc(F)cc1)C(=O)OC[C@H](C)NC(=O)[C@@H](CC=C)CC(=O)N[C@@H](CO)Cc1ccccc1	-16	2	1	-10	-6	5	13	0.0
CCNC(=O)C1(C)CCN(C(=O)c2ccc(C)c(F)c2)C1 (centres undefined)	-5	0	-4	-2	1	-5	x	0.1
O=C(Cn1ncc2c([nH]c3ccccc32)c1=O)NCCCN1CCN(c2ccccc2)CC1	-8	3	-14	1	-3	-3	-2	x
Cc1ccc(O)c(NC(=O)c2noc3c2CCCCC3)c1	-26	4	4	51*	0	1	-4	x
CN(C)CC(=O)Nc1ccc2c(c1)[C@H]1C[C@@H](CC(=O)N(C)C)O[C@H](CO)[C@H]1O2	0	-2	-5	2	-2	2	-6	1.8
